# Assay outcomes deposited in PubChem BioAssay by Fisher Drug Discovery Resource Center.
# NPYLR7 ag = agonists of mosquito NPYLR7 receptor, primary screen, cell-based, Aedes aegypti, calcium fluorescence, mosquito biting behavior. 270,000 tested, 0.15% active. HEK293T NPYLR7/Galpha15, GCaMP6s calcium fluorescence. Aedes aegypti neuropeptide Y-like receptor 7 (NPYLR7). AID 1259423, 2018. activation, % at 10 µM; in the data active = activation above about 40%;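 note: 0% = vehicle and 100% = reference agonist at the receptor; some compounds past the cut are filed as inactive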
# hcGAS lum = Primary biochemical luminescence assay for human cyclic GMP-AMP synthase inhibitors. Q8N884. recombinant h-cGAS, ATP depletion, Kinase-Glo luminescence. inhibition, % at 12.5 µM. 290,000 tested, 0.081% active;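 note: 0% = vehicle reaction and 100% = reaction without DNA for no activity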
# Target sequence (Q8N884 whole entry, looked up): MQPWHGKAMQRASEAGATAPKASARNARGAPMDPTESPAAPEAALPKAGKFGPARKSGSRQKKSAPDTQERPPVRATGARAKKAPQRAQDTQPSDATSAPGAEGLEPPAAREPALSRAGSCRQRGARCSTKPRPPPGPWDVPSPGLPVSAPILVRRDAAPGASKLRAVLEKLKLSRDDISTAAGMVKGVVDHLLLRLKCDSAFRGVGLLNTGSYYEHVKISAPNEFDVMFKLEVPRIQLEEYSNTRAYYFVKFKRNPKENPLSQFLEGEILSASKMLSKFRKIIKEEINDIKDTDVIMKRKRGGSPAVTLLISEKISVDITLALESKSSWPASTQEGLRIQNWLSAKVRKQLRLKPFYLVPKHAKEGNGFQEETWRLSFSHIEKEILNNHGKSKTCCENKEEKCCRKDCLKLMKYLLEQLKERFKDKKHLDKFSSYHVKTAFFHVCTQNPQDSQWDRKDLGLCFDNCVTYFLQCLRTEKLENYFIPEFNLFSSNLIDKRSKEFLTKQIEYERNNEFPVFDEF
# mcGAS lum = cyclic GMP-AMP synthase inhibitors, mouse, primary biochemical chemiluminescence; recombinant cGAS, Kinase-Glo ATP depletion luminescence; inhibition, % at 12.5 µM; 160,000 tested, 0.15% active;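 note: 0% = negative control wells and 100% = reference inhibitor with no enzyme activity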
# * marks the source's active call; other numbers are inactive results; . = no result given. Cut-off read from the data, not from the text of the source, unless noted: active = inhibition above about 40%; inactive = the rest.
1) COC(=O)c1ccc(OCC(=O)Nc2c(C)nn(C)c2C)cc1
2) CCC(C)CNC(=O)c1coc(CN2CCNCC2)n1 (stereo unspecified)
3) CS(=O)(=O)NC1CCN(C(=O)c2cn(-c3ccccc3)nn2)CC1
4) COc1ccc(C(C)C)cc1S(=O)(=O)Nc1ccc(Br)cc1
5) Cc1[nH]n(-c2ccccc2)c(=O)c1C(C[N+](=O)[O-])c1ccccc1 (stereo unspecified)
6) COc1ccc(/C=C/c2nc3cc(-c4nc5ccccc5[nH]4)ccc3s2)cc1
7) CN(Cc1cnc2c(-c3ccccc3)cnn2c1)Cc1noc2c1CCCC2
8) CC(=NNS(=O)(=O)c1ccc(Br)cc1)c1ccc2c(c1)OCO2
Screen / compound no.	1	2	3	4	5	6	7	8
NPYLR7 ag	1	4	-1	1	4	3	29	-4
hcGAS lum	4	-3	0	-4	-9	-7	-5	-3
mcGAS lum	.	.	.	.	.	.	.	.

9) COC(=O)c1c(C)c(C(=O)CN(CC2CCCO2)C(=O)Nc2ccccc2C(F)(F)F)c(C)n1C (stereo unspecified)
10) CC(c1ccncc1)N1CCC(N)CC1 (stereo unspecified)
11) COc1ccc(NC(=O)CCC2CCCN(C/C=C/c3ccco3)C2)cc1Cl (stereo unspecified)
12) O=C(NC1CC(=O)N(CC(F)(F)F)C1)C1CC2CCC1C2 (stereo unspecified)
13) CCC(C)CN(CC(=O)N(Cc1ccccc1)Cc1cccs1)C(=O)/C=C/c1ccc([N+](=O)[O-])cc1 (stereo unspecified)
14) O=C(c1cc(F)c(F)c(F)c1)N1CCc2c(sc3[nH]c(=O)n(-c4ccccc4C(F)(F)F)c(=O)c23)C1
15) O=C(CSc1nnc(-c2ccco2)n1-c1ccc(F)cc1)c1ccc(Cl)cc1
16) CCCC(=O)Oc1ccc2c(=O)c(-c3ccccc3OC)coc2c1
Screen / compound no.	9	10	11	12	13	14	15	16
NPYLR7 ag	.	26	16	-3	19	7	40	1
hcGAS lum	-8	0	-8	-1	-9	-4	-6	-9
mcGAS lum	-5	.	-10	.	-6	-6	-6	3

17) O=c1/c(=C/c2cccc([N+](=O)[O-])c2)sc2nc3cc(Br)cnc3n12
18) O=C(N=Nc1c(O)n(CN2CCCC2)c2ccccc12)c1ccncc1
19) CCCc1nc(NCCc2ncc[nH]2)c2cnn(C)c2n1
20) CN(Cc1ccc(F)cc1)Cc1nc(Cc2ccccc2Cl)no1
21) CCN(C(=O)c1ccccc1N1CCC(NC(=O)COc2ccccc2)CC1)C1CCCCC1
22) CCOc1ccccc1N1CCN(C(=O)c2ccc(CSc3nc(Cl)cc(N4CCC5(CC4)OCCO5)n3)cc2)CC1
23) C=CCn1c(NC)nc2c1c(=O)[nH]c(=O)n2C
24) COc1ccc(-c2nc(CN(Cc3ccccn3)CC3CCCO3)c(C)o2)c2ccccc12 (stereo unspecified)
Screen / compound no.	17	18	19	20	21	22	23	24
NPYLR7 ag	-9	16	15	4	14	.	-1	8
hcGAS lum	-5	-5	-4	2	-3	-3	-12	-3
mcGAS lum	.	-5	.	.	-6	-3	-3	-14

25) O=C1C2ON(c3ccccc3)C(c3cc(Br)ccc3O)C2C(=O)N1c1ccccc1 (stereo unspecified)
26) CCCCN(CCCC)c1nc(OC)nc(-n2nnc(C(C)=O)c2C)n1
27) O=C(Nc1ccc(N2CCC(Cc3ccccc3)CC2)c(C(=O)NCCN2CCOCC2)c1)c1ccc(Cl)cc1
28) O=C(NCCCN1CCCc2ccccc21)c1cn(-c2ccccc2)nn1
29) CCN(CC)C(=O)[C@@H]1C[C@H](N)CN1C(=O)c1cnc2c(c1)ncn2C
30) COc1ccc(C=C2N=C(c3ccc(Cl)cc3Cl)OC2=O)cc1OC
31) COc1cccc(OC)c1OCCNCC1CSc2ccccc2O1 (stereo unspecified)
32) CCCCC(N=C1NS(=O)(=O)c2ccccc21)C(=O)NC1CCCC1 (stereo unspecified)
Screen / compound no.	25	26	27	28	29	30	31	32
NPYLR7 ag	1	0	11	3	4	17	6	2
hcGAS lum	3	-9	0	-10	-2	-1	-1	-5
mcGAS lum	-1	.	-4	-12	.	-5	-3	.

33) NC(=O)CSc1nnc2ccc(-c3ccc(Cl)cc3)nn12
34) COc1ccc(-c2cc3c(n(C)c2=O)CCN(C(=O)CCc2c(C)noc2C)C3)c2ccc(C)nc12
35) CCS(=O)(=O)c1ccc2oc([C@H]3CCN(Cc4ccc(C(=O)O)cc4)C3)nc2c1
36) O=C(N/N=C\c1ccc(Br)s1)c1ccc(CSc2ncccn2)cc1
37) O=C(NCC1CCCN(C(=O)CC2CCCCC2)C1)c1ccc(F)cc1 (stereo unspecified)
38) O=C(C(=O)N(CCN1CCCCC1)CC1CCCN(C2CCCC2)C1)c1ccccc1 (stereo unspecified)
39) Cc1ccc(-n2ncc3c(=O)n(NC(=O)CC4CCCCC4)cnc32)cc1C
40) CCCC1CCC(c2ccc(-c3noc(-c4ccc(OCC)cc4)n3)cc2)CC1 (stereo unspecified)
Screen / compound no.	33	34	35	36	37	38	39	40
NPYLR7 ag	-13	11	-7	12	3	-2	9	3
hcGAS lum	-5	-4	-4	-1	1	-7	3	-3
mcGAS lum	-7	-12	-8	.	.	.	.	-3

41) CCCOCCNC(=O)c1ccc(-c2cc(-c3cccc(OC)c3)n[nH]2)cc1
42) COc1ccc(-c2nc(-c3nonc3N)no2)cc1OC
43) CC(CNC(=O)C1COc2ccccc2C1)N1CCN(c2ccccc2)CC1 (stereo unspecified)
44) CCCNC(=O)c1nnc2n1CCN(C(=O)c1cccs1)C2
45) Cc1cc(C)cc(NC(=O)CC(=O)N[C@@H]2C[C@H]3C(=O)N(C)CC(=O)N3C2)c1
46) CCc1nn2c(ncc3c(=O)n(-c4ccc(NC(C)=O)cc4)ccc32)c1-c1cccc(Cl)c1
47) O=C(/C=C/c1ccoc1)NCC1(c2ccc(Cl)cc2)CCOCC1
48) O=C(CCc1nc2ccccc2c(=O)[nH]1)Nc1ccc(N2CCOCC2)cn1
Screen / compound no.	41	42	43	44	45	46	47	48
NPYLR7 ag	1	-1	-4	10	6	-4	2	6
hcGAS lum	-5	-9	2	-5	-4	-3	8	1
mcGAS lum	-5	.	.	.	.	-6	1	.

49) CN(Cc1ccccc1F)Cc1cc([N+](=O)[O-])cc2c1OCOC2
50) Cc1cccc(C)c1NC(=O)Nc1ccc(N2CCCC2)c(C(=O)NC(C)C)c1
51) O=C(NNC(=O)c1ccccc1Oc1ccccc1)c1ccc(S(=O)(=O)N2CCCC2)cc1
52) Cc1sc2nc(CCN)nc(N3CCN(S(C)(=O)=O)CC3)c2c1C
53) CCOc1ccc(C(=O)NCCN2CCn3cc(OC)c(=O)cc3C2=O)cc1OCC
54) COc1cn2c(cc1=O)C(=O)N(CCNC(=O)COc1ccc(Cl)cc1)CC2
55) CC(=O)Nc1ccc(NC(=O)c2cccn2C)cc1Cl
56) O=c1[nH]nc(SCC2CCCO2)n1Cc1ccccc1 (stereo unspecified)
Screen / compound no.	49	50	51	52	53	54	55	56
NPYLR7 ag	-9	3	12	15	0	11	9	1
hcGAS lum	0	-7	-4	0	-2	-3	-17	-4
mcGAS lum	.	-9	.	-8	.	.	.	.

57) C#CCn1c(C2CC(=O)N(c3cccc(C)c3C)C2)nc2ccccc21 (stereo unspecified)
58) CSc1nnc2c(n1)OC(c1ccc(O)cc1)Nc1ccc(Br)cc1-2 (stereo unspecified)
59) Cc1ccc(-n2nc(C(=O)NCc3ccco3)c(=O)n(Cc3ccccc3Cl)c2=O)cc1C
60) Cc1cccc(OCCN(C)c2cnn(-c3ccc(F)cc3F)c(=O)c2Cl)c1
61) Cc1c(NC(=O)c2ccco2)cccc1C(=O)N1CCC2(CCCNC2)C1 (stereo unspecified)
62) CCc1nc2c(OCC3CCCCO3)cccn2c1N(C=O)Cc1ccccc1 (stereo unspecified)
63) Cc1nc(C)c(Cc2cccc(C(F)(F)F)c2)c(N2CCN(C(=O)c3cccc(Br)c3)CC2)n1
64) Cc1[nH]nc(CCC(=O)NC2CC(=O)N(Cc3cccc(F)c3)C2)c1C (stereo unspecified)
Screen / compound no.	57	58	59	60	61	62	63	64
NPYLR7 ag	11	-1	-7	-3	-2	4	.	9
hcGAS lum	-10	-6	-4	-6	2	-5	-12	-4
mcGAS lum	-10	.	-9	-14	.	-3	-10	.

65) CCn1nnc2cc(C(=O)Nc3ccc(C)cc3Br)ccc21
66) COc1cc(NC(=O)NCc2nnc(SCc3ccccc3C)n2-c2cc(Cl)ccc2Cl)cc(OC)c1
67) COc1cc(C(=O)N(C)C2CCS(=O)CC2)cc(Cl)c1OCCC(C)C (stereo unspecified)
68) O=C(O)c1cccnc1CN1CCN(Cc2ccc3c(c2)OCO3)CC1
69) O=C(C=Cc1ccco1)NNC(=O)C1CC1
70) CC(=NN=C1NC(=O)CS1)c1cc2ccccc2oc1=O
71) COc1ccc(OCCCCOc2ccccc2[N+](=O)[O-])cc1
72) CC1CN(CCCNC(=O)C2CCN(c3ccccc3[N+](=O)[O-])CC2)CC(C)O1 (stereo unspecified)
Screen / compound no.	65	66	67	68	69	70	71	72
NPYLR7 ag	3	31	5	14	5	-9	20	0
hcGAS lum	-7	-1	-10	-8	-1	1	-8	-6
mcGAS lum	.	-4	.	-12	.	.	.	-5

73) COc1cccc(Oc2cc(N3CCOCC3)ncn2)c1
74) CNC(=O)NC(=O)CN1CCN(Cc2ccccc2)CC1
75) Cc1nn(CC(=O)N(C(C)C)C(C)C)c(C)c1S(=O)(=O)NC(C)(C)C
76) Cc1c(C(=O)NCC2CC2)sc(=O)n1Cc1ccc(OC(F)(F)F)cc1
77) CCCn1ccnc1SCc1nc(CC)no1
78) CN(CCO)C1(CNC(=O)C2(c3cccc(Cl)c3)CCOCC2)CCCCC1
79) c1ccc(-c2ccccn2)nc1
80) CNC(=O)NC(=O)CN1CCCC1c1cccc(OC)c1 (stereo unspecified)
Screen / compound no.	73	74	75	76	77	78	79	80
NPYLR7 ag	.	20	-3	-5	9	2	-7	8
hcGAS lum	-4	-14	1	2	-10	-7	4	-8
mcGAS lum	-5	.	.	.	.	-17	-2	.

# Looked up by structure from the list above (2):
36) O=C(N/N=C\c1ccc(Br)s1)c1ccc(CSc2ncccn2)cc1
45) Cc1cc(C)cc(NC(=O)CC(=O)N[C@@H]2C[C@H]3C(=O)N(C)CC(=O)N3C2)c1
Screen / compound no.	36	45
NPYLR7 ag	12	6
hcGAS lum	-1	-4
mcGAS lum	.	.

# Single entries from above.
# Under NPYLR7 ag, entry 26 reads 0
# Under hcGAS lum, entry 39 reads 3

# The results go on.
81) CC(NC(=O)C12CC3CC(CC(C3)C1)C2)C(=O)N(C)C (stereo unspecified)
82) COC(=O)c1ccc(OC(=O)Cn2c(C)nc3scc(-c4cccs4)c3c2=O)cc1
83) CC(c1cccc(-c2ccc3c(c2)CCC3=O)c1)N(C)C (stereo unspecified)
84) O=C1OC(c2ccc(Br)cc2)=N/C1=C\C=C\c1ccccc1
85) CCCNC(=O)C1CCC(Cn2c(=O)c3sccc3n(Cc3ccccc3)c2=O)CC1 (stereo unspecified)
Screen / compound no.	81	82	83	84	85
NPYLR7 ag	-1	0	10	-5	5
hcGAS lum	3	-9	-3	-5	-11
mcGAS lum	-1	-6	-18	-6	-8

# 16 structures out of the list, sorted by length of the SMILES, largest number first:
66) COc1cc(NC(=O)NCc2nnc(SCc3ccccc3C)n2-c2cc(Cl)ccc2Cl)cc(OC)c1
72) CC1CN(CCCNC(=O)C2CCN(c3ccccc3[N+](=O)[O-])CC2)CC(C)O1 (stereo unspecified)
82) COC(=O)c1ccc(OC(=O)Cn2c(C)nc3scc(-c4cccs4)c3c2=O)cc1
75) Cc1nn(CC(=O)N(C(C)C)C(C)C)c(C)c1S(=O)(=O)NC(C)(C)C
78) CN(CCO)C1(CNC(=O)C2(c3cccc(Cl)c3)CCOCC2)CCCCC1
67) COc1cc(C(=O)N(C)C2CCS(=O)CC2)cc(Cl)c1OCCC(C)C (stereo unspecified)
68) O=C(O)c1cccnc1CN1CCN(Cc2ccc3c(c2)OCO3)CC1
84) O=C1OC(c2ccc(Br)cc2)=N/C1=C\C=C\c1ccccc1
71) COc1ccc(OCCCCOc2ccccc2[N+](=O)[O-])cc1
83) CC(c1cccc(-c2ccc3c(c2)CCC3=O)c1)N(C)C (stereo unspecified)
Screen / compound no.	66	72	82	75	78	67	68	84	71	83
NPYLR7 ag	31	0	0	-3	2	5	14	-5	20	10
hcGAS lum	-1	-6	-9	1	-7	-10	-8	-5	-8	-3
mcGAS lum	-4	-5	-6	.	-17	.	-12	-6	.	-18

70) CC(=NN=C1NC(=O)CS1)c1cc2ccccc2oc1=O
80) CNC(=O)NC(=O)CN1CCCC1c1cccc(OC)c1 (stereo unspecified)
73) COc1cccc(Oc2cc(N3CCOCC3)ncn2)c1
69) O=C(C=Cc1ccco1)NNC(=O)C1CC1
77) CCCn1ccnc1SCc1nc(CC)no1
79) c1ccc(-c2ccccn2)nc1
Screen / compound no.	70	80	73	69	77	79
NPYLR7 ag	-9	8	.	5	9	-7
hcGAS lum	1	-8	-4	-1	-10	4
mcGAS lum	.	.	-5	.	.	-2
